EPAC1 antagonist – EPAC1 (human) antagonism; O95398; EPAC1 GEF assay, Rap1b-BODIPY-GDP exchange fluorescence; Potency, µM (top dose mostly 115 µM), inactives show at the top dose activity change, negative = inhibition, usual class: inhibitors; 360,000 compounds, 0.14% hits;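 note: potency is the fitted concentration of half-maximal effect; plate controls were vehicle for no effect and positive control for full effect; nearly all actives have a fitted effect of over 50% in size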
Target sequence (O95398 whole entry, looked up): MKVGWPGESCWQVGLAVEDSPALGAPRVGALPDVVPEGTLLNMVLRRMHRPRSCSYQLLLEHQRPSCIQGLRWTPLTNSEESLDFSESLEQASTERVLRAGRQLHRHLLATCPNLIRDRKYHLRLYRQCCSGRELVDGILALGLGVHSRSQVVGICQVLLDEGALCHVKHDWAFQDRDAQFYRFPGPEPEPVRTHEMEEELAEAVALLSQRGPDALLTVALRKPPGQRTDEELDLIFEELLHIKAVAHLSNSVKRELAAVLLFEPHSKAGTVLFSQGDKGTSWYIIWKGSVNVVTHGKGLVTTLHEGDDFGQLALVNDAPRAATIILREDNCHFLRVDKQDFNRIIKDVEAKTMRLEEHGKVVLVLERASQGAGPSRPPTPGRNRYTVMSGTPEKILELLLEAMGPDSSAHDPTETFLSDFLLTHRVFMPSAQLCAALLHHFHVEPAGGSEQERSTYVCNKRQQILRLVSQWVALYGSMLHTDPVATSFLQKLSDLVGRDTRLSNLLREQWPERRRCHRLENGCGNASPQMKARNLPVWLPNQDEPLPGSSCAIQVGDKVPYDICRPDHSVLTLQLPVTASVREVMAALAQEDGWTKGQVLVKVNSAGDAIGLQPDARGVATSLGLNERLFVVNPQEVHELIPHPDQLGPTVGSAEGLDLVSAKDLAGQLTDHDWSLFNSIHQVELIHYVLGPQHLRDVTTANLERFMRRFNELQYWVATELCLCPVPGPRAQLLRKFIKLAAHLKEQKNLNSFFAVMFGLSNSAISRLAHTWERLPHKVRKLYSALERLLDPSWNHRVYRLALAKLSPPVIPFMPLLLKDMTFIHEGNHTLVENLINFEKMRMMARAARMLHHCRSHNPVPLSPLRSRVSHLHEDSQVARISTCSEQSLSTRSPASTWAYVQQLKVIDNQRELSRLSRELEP
WRN inhibitor – blocks human WRN helicase; Q14191; WRN helicase unwinding, fluorescent forked duplex, kinetic; Potency, µM (doses to about 114 µM), without a hit: top-dose activity change, negative = inhibition, most hits filed as inhibitors; 360,000 compounds, 0.46% hits; AID 651768; note: potency is the fitted concentration of half-maximal effect; % is set by controls: 0 for no effect and ±100 for the full control effect; nearly all actives have a fitted effect of over 55% in size
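WRN at 20 nM final was preincubated with compound for 15 min at room temperature; reaction started with 100 nM forked duplex oligonucleotide carrying fluorophore and quencher plus 2 mM ATP (final). Unwinding followed kinetically by red fluorescence (ex 525/em 598 nm).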
aSyn yeast inh – rescues yeast growth from alpha-synuclein toxicity; Yeast expressing alpha-synuclein, growth rescue, BacTiter-Glo, 24 h; Potency, µM (highest dose often 46.1 µM), without a hit: top-dose growth rescue (activation), hits mostly activators; 370,000 compounds, 0.14% hits; note: potency is the fitted concentration of half-maximal effect; % of control where 0% means no effect; nearly all actives have a fitted effect of over 65% in size
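Readout is rescue of growth in alpha-synuclein-expressing yeast, so inhibitors of toxicity appear as activators. Growth after 24 hr at 30 deg C in galactose medium is quantified by luminescence.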
FUS yeast rescue – suppressors of FUS proteinopathy in yeast; 390,000 compounds, 0.24% hits; S. cerevisiae FUS-expressing, growth rescue, OD600, 24 h; Potency, µM (highest dose often 76.6 µM), for inactives: at the top dose growth rescue (activation), hits mostly activators;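 note: potency is the fitted concentration of half-maximal effect; plate controls were DMSO vehicle for no effect and reference control for full effect; nearly all actives have a fitted effect of over 55% in size; some results filed as inactive show a strong effect at the top dose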
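S. cerevisiae expressing FUS from galactose induction served as the toxicity model. Growth after 24hr at 30C, read as absorbance at 600 nm, indicates suppression of toxicity; compounds dosed at several concentrations.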
EPAC1 ag – EPAC1 (human) agonism; O95398; EPAC1 agonist qHTS, biochemical assay; response scale: 100% = response to 6.5 mM cAMP; Potency, µM (highest dose often 154 µM), inactives show top-dose activation, most hits filed as activators; 360,000 compounds, 0.073% hits; AID 720707; note: potency is the fitted concentration of half-maximal effect; nearly all actives have a fitted effect of over 60% in size
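Nucleotide exchange assay: 100 nM EPAC1 with 250 nM Rap1B loaded with BODIPY-GDP and 50 uM GDP, room temperature. Fluorescence (480/540 nm) read every 5 min for 30 min; signal change normalized to 6.5 mM cAMP as full agonist.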
Abeta rescue – restores growth of yeast expressing A-beta42 peptide | yeast expressing A-beta42, growth rescue, OD600, 48 h; response scale: 0% DMSO, 100% iron-clioquinol control | Potency, µM (series often up to 46.1 µM), for the others: at the highest dose growth rescue, usual class: activators | 410,000 compounds, 0.063% hits; note: potency is the fitted concentration of half-maximal effect; nearly all actives have a fitted effect of over 55% in size
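Yeast A-beta toxicity model in growth medium with pinned compounds, 48 h at 30 C; growth read as absorbance at 600 nm. Normalized to FeCl3/clioquinol equimolar mix (positive) and DMSO (negative).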
IL-2 act – IL-2 activation | activation, % (series mostly up to about 46 µM) | IL-2 activation reporter assay, cell-based qHTS; stimulated with anti-CD3/CD4/CD28 beads; in transgenic mouse T cells | AID 652025 | 360,000 compounds, 0.065% hits; in the data active = activation above about 50%; inconclusive = mostly about 30% to 49%; note: 0% is about no effect
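EGFP and DsRed fluorescence is measured by plate cytometry in unstimulated transgenic mouse T cells exposed to compound for 60 minutes, then stimulated 18 hours at 37 degrees C with anti-CD3/anti-CD4 beads plus anti-CD28.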
PI5P4Ka inh – blocks human PI5P4K alpha kinase activity | P48426 | PI5P4Kalpha enzyme, ADP-Glo luminescence, 60 min; active compounds read low | max response, % | 330,000 compounds, 1.2% hits; active = max response of -50% or lower; inconclusive = between -30% and -50%; inactive = -30% or higher; note: value at the top dose of about 77 µM; % is set by controls: 0 for no effect and ±100 for the full control effect
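qHTS, 1536-well: enzyme/substrate mix, compound by pin tool, 5 microM ATP final; RT 60 min; ADP-Glo reagents 1 (45 min) then 2 (30 min); luminescence.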
PLK1 PBD block – inhibitors of human PLK1 polo-box domain binding. Plk1 PBD binding of FITC phosphopeptide, fluorescence polarization. Potency, µM, for inactives: max response, negative = inhibition, usual class: inhibitors. 360,000 compounds, 2.8% hits. AID 720504; note: potency is the fitted concentration of half-maximal effect; series mostly up to about 57 µM; % is set by controls: 0 for no effect and ±100 for the full control effect; nearly all actives have a fitted effect of over 65% in size
* = called active by the depositor; u = inconclusive; x = not tested or not shown; [ ] = another dose, or the depositor's remark. Unless noted, calls come from the whole dose curve; as a rule, active = well fitted curve in the direction sought with a large enough effect; inconclusive = small, poorly fitted or top-dose-only effect, or another doubt; inactive = no such curve, though single readings can be large; an effect the other way counts as inactive or inconclusive.

Below each compound: EPAC1 antagonist	WRN inhibitor	aSyn yeast inh	FUS yeast rescue	EPAC1 ag	Abeta rescue	IL-2 act	PI5P4Ka inh	PLK1 PBD block
1) NC(=O)CSc1nnc(NC(=O)c2ccc(S(=O)(=O)N3CCOCC3)cc2)s1
 : 9.3%	1.3%	1.2%	-2.3%	4.1%	13.1%	-3.3	-2.3	-2.2%
2) CCN(C[C@H]1N[C@@](Cc2ccccc2)(C(=O)OC)[C@H]2C(=O)N(C)C(=O)[C@@H]12)C(C)=O
 : -5.9%	3.0%	-3.5%	-26.6%	-14.0%	-3.5%	-0.3	0.5	-17.1%
3) CC1CCN(C(c2ccccc2)c2nnnn2C(C)(C)C)CC1 (stereo unspecified)
 : 2.6%	-4.0%	6.8%	2.5%	-8.1%	8.1%	0.4	-2.8	-5.3%
4) CCOc1ccc(Oc2ccc(S(=O)(=O)N3CCOCC3)cc2NC(=O)CCNC(C)=O)cc1
 : u	-4.8%	8.5%	9.1%	3.9%	0.0%	-2.4	-5.8	4.7%
5) COc1ccc(OC(=O)c2cn(C)nc2C(F)(F)F)cc1
 : 3.5%	-1.4%	-6.1%	-20.2%	-4.7%	1.0%	-1.1	5.3	0.1%
6) CCCN(CC(=O)Nc1ccccc1C)C(=O)COc1c(C)cccc1C
 : 2.3%	-8.3%	-0.6%	-2.1%	-1.6%	12.0%	0.4	0.8	-0.2%
7) Cc1cccc2cc(CN(CC3CCCO3)S(=O)(=O)c3ccccc3)c(=O)[nH]c12 (stereo unspecified)
 : 6.0%	-3.1%	8.6%	14.6%	7.4%	-2.2%	-0.3	2.5	-1.7%
8) COc1cc(-c2c(NC(=O)c3ccco3)oc3ccccc3c2=O)cc(OC)c1OC
 : 17.5%	-3.7%	-2.5%	10.0%	-1.2%	4.2%	-1.2	8.4	-5.2%
9) CCn1cc(CCC(=O)NCc2cccc(OC)c2OC)c2ccccc21
 : -7.7%	8.0%	10.3%	28.2%	7.9%	8.0%	-3.4	1.4	-2.9%
10) Cc1ccc(C(=O)c2ccccc2C(=O)OCC(=O)NCCc2ccccc2)cc1
 : -13.3%	-15.9%	11.9%	18.8%	9.1%	22.5%	1.3	7.4	-0.5%
11) CCCCN(C(=O)C1CCN(C(=O)c2ccccc2C)CC1)c1c(N)n(CCC)c(=O)[nH]c1=O
 : -4.7%	6.5%	-1.4%	18.9%	9.7%	3.1%	-2.6	1.0	-9.1%
12) CN1C(=O)/C(=C/c2coc3ccc(O)cc3c2=O)SC1=S
 : 0.3%	-5.6%	0.6%	-3.2%	4.3%	1.4%	-0.3	-1.4	-21.3%
13) CCOC(=O)C1(Cc2ccccc2)CCN(Cc2cnc(N3CCOCC3)s2)CC1
 : -21.5%	-33.0%	-2.0%	18.2%	10.4%	-10.8%	2.1	4.7	-10.5%
14) COCC(C)n1c(SCc2ccc(OC)c(F)c2)nc2ccccc2c1=O (stereo unspecified)
 : -9.3%	-6.3%	-9.6%	18.6%	0.1%	-4.7%	-0.8	12.9	8.2%
15) CCN(CC)CCN(Cc1cc2cc(C)ccc2[nH]c1=O)C(=O)Nc1ccccc1OC
 : -9.5%	4.0%	0.0%	6.0%	-7.9%	1.6%	0.8	-0.4	-4.7%

2 entries drawn at random from those above, as already listed:
Below each compound: EPAC1 antagonist	WRN inhibitor	aSyn yeast inh	FUS yeast rescue	EPAC1 ag	Abeta rescue	IL-2 act	PI5P4Ka inh	PLK1 PBD block
12) CN1C(=O)/C(=C/c2coc3ccc(O)cc3c2=O)SC1=S
 : 0.3%	-5.6%	0.6%	-3.2%	4.3%	1.4%	-0.3	-1.4	-21.3%
6) CCCN(CC(=O)Nc1ccccc1C)C(=O)COc1c(C)cccc1C
 : 2.3%	-8.3%	-0.6%	-2.1%	-1.6%	12.0%	0.4	0.8	-0.2%

Next section:
Below each compound: EPAC1 antagonist	WRN inhibitor	aSyn yeast inh	FUS yeast rescue	EPAC1 ag	Abeta rescue	IL-2 act	PI5P4Ka inh	PLK1 PBD block
16) COc1cccc(NC(=O)CN(C)C(=O)c2cc(-c3ccccc3)nn2-c2ccccc2)c1
 : 0.8%	-6.5%	1.6%	x	2.4%	1.1%	-2.7	8.1	-0.7%
17) CC(c1ccco1)N(C(=O)C12CC3CC(CC(C)(C3)C1)C2)c1ccccn1 (stereo unspecified)
 : 11.9%	-7.5%	2.9%	5.0%	-3.7%	-18.6%	0.0	5.7	2.7%
18) CCc1c(O)nc(SCC(=O)Nc2ccc(Br)cc2)n(-c2ccc(C)cc2)c1=O
 : -14.1%	-10.3%	-2.0%	30.2%	2.4%	5.8%	-2.1	-0.9	-35.7%
19) COc1ccc(NC(=O)CN2C(=O)NC3(CCCCCC3)C2=O)cc1Cl
 : -7.0%	-30.4%	-1.0%	17.8%	-0.9%	-3.3%	-0.7	-12.3	-13.3%
20) CC1=C(C(=O)N(C(C)C)C(C)C)CC(CC(=O)NCC2CCCCC2)C(=O)N1Cc1ccccc1 (stereo unspecified)
 : 11.4%	2.1%	-5.1%	27.9%	-11.2%	-17.2%	-0.5	-7.9	-4.1%
21) CCOC(=O)C1C(=O)C=C(c2ccc(C)cc2)CC1c1ccc([N+](=O)[O-])cc1 (stereo unspecified)
 : -1.5%	-0.1%	3.4%	x	2.2%	-6.9%	0.4	-2.1	-2.6%
22) CCc1ccc(NC(=O)Nc2ccncc2)cc1
 : -4.3%	-9.9%	-12.7%	18.7%	-0.9%	3.4%	-2.1	14.3	-5.7%
23) Cc1cc(NC(=O)COC(=O)c2ccccc2Cl)no1
 : -6.8%	-4.9%	-0.5%	-24.3%	10.1%	9.0%	0.3	-1.4	-5.1%
24) Cc1nc2c(C)cccn2c(=O)c1NC(=O)c1ccc2c(c1)OCO2
 : -5.7%	-11.6%	3.8%	2.3%	-44.7%	-7.5%	-0.7	1.8	-9.6%
25) CC1CCN(C(=O)c2[nH]cnc2C(=O)N[C@H](C)c2ccccc2)CC1
 : -1.7%	3.2%	3.9%	24.8%	5.3%	9.9%	-0.7	9.4	6.8%
26) Cc1ccc(NC2CCCN(C(=O)c3ccc(F)cc3)C2)cc1C (stereo unspecified)
 : -20.4%	-8.7%	-10.4%	-4.8%	-4.5%	3.6%	-1.1	-13.1	6.7µM*
27) CCn1ncc(/C=C/C(=O)Nc2c(C)nn(Cc3ccc(Cl)cc3Cl)c2C)c1C
 : -8.8%	5.1%	-1.1%	54.7%	0.1%	-14.2%	-1.6	x	-9.3%
28) CC(C)Oc1ccc2nnnn2n1
 : 5.6%	6.6%	4.5%	-9.3%	3.1%	4.8%	-0.7	1.1	-7.5%
29) CCN1C(=O)/C(=C/C=C2/Sc3ccccc3N2CCO)SC1=S
 : -25.2%	-5.9%	-11.9%	17.5%	1.3%	-17.5%	-3.1	-25.9	-11.1%
30) O=S1(=O)CCC(SCc2nc3sccn3c2Br)C1 (stereo unspecified)
 : 13.4%	0.7%	1.2%	-4.8%	6.4%	-12.3%	-1.1	x	-10.4%
31) CCOc1ccc(NC(=O)NNC(=O)COc2ccc3ccccc3c2)cc1
 : 15.9%	-0.6%	-5.8%	19.5%	0.8%	2.6%	-1.3	0.8	-8.8%
32) CCOC(=O)N1CCN(S(=O)(=O)c2ccc(C)c(C(=O)NC3CCCCC3)c2)CC1
 : -1.7%	-21.7%	-0.2%	x	4.5%	-0.5%	-1.5	3.1	1.2%
33) COC(=O)C1=C(C)NC(=S)NC1c1ccc(-c2cc(Cl)ccc2Cl)o1 (stereo unspecified)
 : 6.1%	-24.3%	1.1%	16.5%	13.1%	-0.5%	-4.0	1.7	-21.4%
34) COc1ccc(-c2cc(=Nc3ccc(C)cc3)c3ccccc3o2)cc1
 : -11.8%	-7.4%	-13.8%	13.3%	3.4%	-13.4%	-4.9	17.2	-2.8%
35) CC1CCN(c2nc3ccccc3n2CC(=O)c2ccccc2)CC1
 : -5.3%	-6.1%	-12.5%	-34.0%	6.9%	-14.0%	-1.8	0.0	1.5%
36) CCC(C)NC(=O)C1c2cc(OC)c(OC)cc2C(=O)N(C)C1c1ccc(OC)cc1 (stereo unspecified)
 : -2.2%	-5.6%	4.8%	18.1%	0.6%	22.0%	-1.3	x	-1.2%
37) COc1cccc(OCc2cc(/C=N/Nc3ccc(C(=O)O)cc3)ccc2OC)c1
 : u	-20.5%	16.0%	37.4%	-1.1%	15.1%	-0.1	u	u
38) COC(=O)C1(S(=O)(=O)C2(C(=O)OC)CCCC2)CCCC1
 : -6.4%	-1.1%	2.9%	-0.9%	10.9%	-8.0%	-0.8	x	3.2%
39) O=c1ccnc(Nc2ccc([N+](=O)[O-])cc2)[nH]1
 : -20.3%	-11.0%	-12.5%	11.6%	1.6%	17.0%	-0.2	5.7	2.2%
40) COc1ccc(/C=N/NC(=O)CNC(=O)c2ccc3c(c2)OCCO3)cc1OC
 : 11.8%	-1.9%	1.9%	9.2%	-1.3%	-4.0%	-0.2	-3.7	0.4%
41) COc1cc(NC(=O)Cn2cnc3c(SC)nc(N)nc32)cc(OC)c1OC
 : -25.5%	1.2%	-2.6%	-14.6%	-28.2%	-13.1%	-0.3	-5.9	-8.2%
42) CN1CCN(c2ncnc3scc(-c4ccccc4Cl)c23)CC1
 : -4.9%	-0.7%	-2.9%	17.5%	-0.7%	11.5%	-1.6	2.3	-2.9%
43) O=C(CN1CCN(C2CCCCC2)CC1)c1ccc2cc[nH]c2c1
 : 2.3%	-3.1%	10.1%	0.3%	-0.2%	3.3%	1.7	-6.8	-13.5%
44) O=C(CCC1CCCCC1)Nc1cccc(C(=O)Nc2ccc(C(=O)O)cc2)c1
 : -14.3%	-4.1%	-2.9%	28.1%	1.0%	-20.2%	0.3	1.6	-12.8%
45) COC(CNC(=O)C1CCN(S(=O)(=O)c2ccc3nc4c(c(C(=O)O)c3c2)CC(C)CC4)CC1)OC (stereo unspecified)
 : -14.6%	-26.2%[11.6 µM]	-4.2%	23.6%	6.9%	-8.2%	4.9	-0.6	-25.6%

Assay outcomes as filed in PubChem BioAssay.
